Bioassay records (PubChem)
SRC2 TRFRET art – TR-FRET signal artefacts, primary screen, artefact control for PPARgamma SRC-2 agonist project, biochemical. hit rate 0.4% among 200,000. TR-FRET artefact counter-screen; stronger effect = higher value. TR-FRET ratio at 8 µM. AID 1049, 2008; in the data active = TR-FRET ratio above about 2000; also: inactives centre near 1500
PPARg SRC2 recr – agonists of PPARg-SRC-2 recruitment, primary screen, biochemical, HTS; Peroxisome proliferator-activated receptor gamma (Homo sapiens), P37231; PPARgamma LBD-SRC-2 recruitment; activation, % at 8 µM; hit rate 0.34% among 200,000; in the data active = activation above about 22%;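 also: 0% = vehicle and 100% = reference agonist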
Target sequence (P37231 whole entry, looked up, the tested form may be a part): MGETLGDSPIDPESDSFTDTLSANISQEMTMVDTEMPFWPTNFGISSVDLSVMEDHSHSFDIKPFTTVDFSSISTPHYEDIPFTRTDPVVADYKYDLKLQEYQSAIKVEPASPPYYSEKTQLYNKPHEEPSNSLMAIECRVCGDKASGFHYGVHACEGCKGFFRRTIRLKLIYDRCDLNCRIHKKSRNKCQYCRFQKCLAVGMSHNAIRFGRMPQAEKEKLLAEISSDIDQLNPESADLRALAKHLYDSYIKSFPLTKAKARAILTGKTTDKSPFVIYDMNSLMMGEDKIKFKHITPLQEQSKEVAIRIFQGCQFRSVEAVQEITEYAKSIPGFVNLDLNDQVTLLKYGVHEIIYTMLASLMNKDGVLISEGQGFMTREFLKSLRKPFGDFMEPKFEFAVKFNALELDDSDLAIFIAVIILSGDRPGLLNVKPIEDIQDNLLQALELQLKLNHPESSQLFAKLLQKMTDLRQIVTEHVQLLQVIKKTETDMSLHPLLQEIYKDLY
PPARg SRC-3 ag – PPARgamma agonists recruiting SRC-3 coactivator, primary screen, biochemical | biochemical PPARgamma/SRC-3 coactivator recruitment assay | activation, % at 8 µM | hit rate 0.26% among 200,000 | AID 731, 2007; in the data active = activation above about 23%;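 also: 0% = DMSO and 100% = reference agonist; some compounds past the cut are filed as inactive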
RAM network inh – inhibitors of the yeast RAM network, primary screen, dse1pr::URA3 reporter, 5-FOA selection; S. cerevisiae dse1pr::URA3 reporter, 5-FOA growth OD615, 2 d; analog-sensitive cbk1-as2 kinase mutant strain; hit rate 1.8% among 190,000; inhibition, % at 50 µM; AID 868, 2007;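 active = inhibition above a set limit, 3 SD over mean compound inhibition, cut at about 8.4% in these data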;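 also: 0% = DMSO-only wells with no growth and 100% = 10 µM 1-NA-PP1 full growth; inhibition rescues growth on 5-FOA so higher OD means more RAM inhibition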
L major viab – Leishmania major promastigote growth inhibition, primary screen; inhibition, % at 10 µM; AID 1063, 2008; hit rate 9% among 200,000; Leishmania major promastigotes, resazurin fluorescence viability; in the data active = inhibition above about 50%;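 also: promastigotes grown with compound for 44 hours at 28 °C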
Redox H2O2 prof – compounds producing H2O2 with reducing agent – biochemical, NIH compound library profiling, artefact control for MLSCN library redox annotation, primary screen; DTT-dependent redox cycling H2O2, phenol red/HRP absorbance; 100% = 100 µM peroxide control, 0% = buffer; activation, % at 10 µM; hit rate 0.03% among 200,000; AID 878, 2007;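 active = activation of at least 50% relative to the plate's high and low controls in the primary single-dose screen; inactive = activation below 50%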;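 also: compound incubated with DTT at 0.8 mM final as the reducing agent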
ROMK primary – ROMK potassium channel modulators, primary screen, cell-based, thallium flux, MLSMR library. ATP-sensitive inward rectifier potassium channel 1 (Homo sapiens), P48048. Tet-inducible ROMK, thallium flux fluorescence; actives lie on both sides. B-score at 10 µM. hit rate 2% among 130,000. AID 1918, 2009;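 active = signal ratio slope over the read window, or its plate-corrected B-score, at least 3 SD from the plate mean, either direction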;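 also: B-score of the F/F0 ratio slope over 7 to 12 s after thallium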
S1P3 antagonist – S1P3 receptor antagonists, primary screen, cell-based | Sphingosine 1-phosphate receptor 3 (Homo sapiens), Q99500 | CHO S1P3 NFAT-BLA reporter, FRET fluorescence, antagonist mode | inhibition, % at 4.98 µM | hit rate 0.27% among 170,000 | AID 485, 2006;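 active = inhibition above the plate cutoff, the mean inhibition of test wells on that plate plus 3 SD, cut at about 28% in these data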;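 also: cells challenged with S1P at its EC80 of 0.8 µM; blue over green emission ratio from cleaved BLA substrate after 4 h stimulation; 0% = S1P-stimulated wells and 100% = unstimulated DMSO-only wells; some compounds past the cut are filed as inactive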
Target sequence (Q99500 whole entry, looked up): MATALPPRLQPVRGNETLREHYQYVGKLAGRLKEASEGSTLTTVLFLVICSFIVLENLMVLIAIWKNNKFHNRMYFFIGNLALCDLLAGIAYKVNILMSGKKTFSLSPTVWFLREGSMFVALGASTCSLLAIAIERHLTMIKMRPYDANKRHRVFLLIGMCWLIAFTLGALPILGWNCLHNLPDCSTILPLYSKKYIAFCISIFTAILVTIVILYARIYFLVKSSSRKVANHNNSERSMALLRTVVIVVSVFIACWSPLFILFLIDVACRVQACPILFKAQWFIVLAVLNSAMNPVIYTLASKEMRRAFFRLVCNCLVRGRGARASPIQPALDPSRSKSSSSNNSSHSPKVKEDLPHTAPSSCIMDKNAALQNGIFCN
bIAP inh – bovine intestinal alkaline phosphatase inhibitors, primary screen, selectivity assay for TNAP inhibitor project, biochemical, bovine IAP, CDP-star luminescence; AID 1019, 2008; purified bovine IAP, 30 min; 190,000 tested, under 10 active; inhibition, % at 20 µM;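 active = over 50% inhibition of intestinal alkaline phosphatase at 20 µM in the single-dose screen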
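test system = bovine IAP enzyme | medium = DEA buffer 100 mM, pH 9.8, with MgCl2 1.0 mM, ZnCl2 0.02 mM | detection = luminescence | dosing = single compound dose of 20 µM, 2% DMSO final | incubation = 30 min reaction at room temperature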
HMGR II inh – inhibitors of E. faecalis class II HMGR, primary screen, biochemical, Enterococcus faecalis; inhibition, % at 10 µM; hit rate 0.41% among 190,000; purified E. faecalis HMGR, NADPH absorbance 340 nm kinetic;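 active = inhibition above a set limit, the median over all tested compounds plus 3 SD, cut at about 9.5% in these data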;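 also: enzyme runs in reverse so mevalonate oxidation gives rising NADPH absorbance; 0% = complete reaction with DMSO and 100% = background rate lacking mevalonate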
PPARg SRC1 recr – PPARgamma agonists recruiting SRC-1 coactivator, primary screen, biochemical | hit rate 0.41% among 200,000 | activation, % at 8 µM | Peroxisome proliferator-activated receptor gamma (Homo sapiens), P37231 | PPARgamma-SRC-1 coactivator recruitment biochemical assay; in the data active = activation above about 19%;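 also: 0% = DMSO and 100% = reference agonist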
An asterisk follows results filed as active; . = not tested or not shown. Rows were taken by chance; any-hit rate near 13%.

SMILES | SRC2 TRFRET art | PPARg SRC2 recr | PPARg SRC-3 ag | RAM network inh | L major viab | Redox H2O2 prof | ROMK primary | S1P3 antagonist | bIAP inh | HMGR II inh | PPARg SRC1 recr
CCOC(=O)C1CCCN(Cc2nc(Cc3cccc(F)c3)no2)C1 (stereo not drawn) | 1712 | -1 | 0 | 0.0 | 0 | 0.9 | -0.00051 | 9 | 4 | 1 | 2
Cc1cc2nnn(-c3nnc(-c4ccccc4)c4ccccc34)c2cc1C | 1550 | -1 | -12 | 2.6 | -1 | 2.6 | . | . | 5 | -3 | 4
CC1=CCC(C(=O)O)(C(=O)N/N=C/c2cccnc2)C(c2ccccc2)C1 (stereo not drawn) | 1589 | -4 | 5 | 3.0 | 33 | -1.6 | 0.25 | -15 | -13 | -8 | -1
O=C1CCCS(=O)(=O)c2ccccc21 | 1535 | 6 | -5 | 0.1 | 0 | -0.3 | . | 2 | 2 | 4 | -11
O=C(/C=C/c1ccccc1Cl)NC(=S)Nc1ccccc1C(=O)NC1CCCCC1 | 1591 | 5 | 16 | 2.0 | 98* | -3.4 | -0.049 | . | 17 | -2 | 3
O=C(C#Cc1cccc([N+](=O)[O-])c1)c1ccccc1 | 1441 | -2 | 0 | 0.8 | 11 | -0.5 | . | . | 0 | 0 | 3
O=S(=O)(c1ccccc1C(F)(F)F)N1CCC(n2cnc3ccccc32)CC1 | 1491 | 6 | -2 | -0.1 | 12 | 0.5 | -0.73 | . | -3 | -1 | 6
N#CC(C(=O)C1CCCCC1)c1nc2ccccc2[nH]1 (stereo not drawn) | 1568 | 13 | 17 | 4.1 | 15 | -0.1 | 0.059 | . | 18 | -3 | 0
COc1cccc(-c2noc(-c3ccc(Cl)nc3)n2)c1 | 1699 | 1 | 0 | 0.7 | 4 | -1.5 | -1 | -9 | -5 | -2 | 4
CC(C)(C)C(=O)Cn1nc(Cl)nc1Cl | 1624 | 0 | 3 | 2.5 | -3 | 0.9 | -0.91 | 0 | -4 | -2 | -1
O=C(NC1CC1)C1=C[C@H](c2csc3ccccc23)C[C@H](OCCCCO)O1 | 1654 | -9 | 0 | 1.1 | 85* | 0.5 | . | -13 | -5 | -1 | 0
CC(C)C(=O)NC(C)C(c1cccs1)N1CCN(C)CC1 (stereo not drawn) | 1623 | 4 | 0 | -0.9 | -1 | -3.7 | 0.76 | -9 | -1 | -3 | 9
CCCN1CN(Cc2ccccc2)CC2=C1CC(C)(C)CC2=O | 1510 | 15 | -1 | 2.2 | -5 | -2.2 | . | -25 | -22 | -4 | 8
COc1ccc(OC)c(C2CC(=O)c3c([nH]c(C(=O)OCC4CCCO4)c3C)C2)c1 (stereo not drawn) | 1535 | 2 | 9 | 0.7 | 15 | -0.1 | . | 39 | 7 | -1 | 3
CCC(=O)Nc1nnc(Sc2ccc(N(C)C)cc2)s1 | 1394 | -1 | -1 | 4.1 | -6 | 0.2 | . | 1 | 1 | -4 | -5
CCOc1cc(CNc2ccc3c(c2)CCC3)ccc1O | 1523 | 10 | 4 | 3.6 | 16 | -0.5 | 1.2 | . | 23 | -4 | -4
S=c1[nH]nc(CNc2cccc(Cl)c2)o1 | 1743 | 8 | 4 | 0.2 | -5 | -1.7 | 0.8 | -15 | -22 | -9 | 8
CCCn1c(C)cc(-c2csc(N)n2)c1C | 1666 | 14 | 16 | 4.6 | 3 | -5.9 | . | . | 6 | -5 | 7
CC(=O)c1c(C)[nH]c(C(=O)N(CCc2ccccc2)Cc2ccccc2)c1C | 1617 | 3 | 5 | -0.5 | 26 | -0.3 | -0.16 | 12 | -29 | -4 | 2
Cc1oc2c(CN3CCCC3)c(O)ccc2c(=O)c1Oc1ccccc1Br | 1717 | 4 | 6 | 0.1 | 49 | 2.2 | 0.031 | 8 | -7 | -3 | -2
Cc1ccc(-c2n[nH]c(=O)c3ccccc23)cc1S(=O)(=O)Nc1ccccc1 | 1531 | -3 | -3 | 1.5 | 23 | 0.4 | -0.84 | -19 | -2 | 5 | -1
O=C1CCCC(O)=C1C1C2=C(CCCC2=O)OC2=C1C(=O)CCC2 | 1541 | -5 | 4 | 1.9 | -7 | -0.2 | 0.23 | -1 | 4 | 1 | -4
O=C(Nc1ccon1)C1CCN(S(=O)(=O)c2cccs2)CC1 | 1436 | 7 | 12 | 0.7 | -1 | 2.3 | . | 2 | 6 | 4 | -3
O=C(Nc1ccc(Cl)cc1)Nc1cccc(C(=O)O)c1 | 1642 | 5 | -1 | 2.5 | -6 | 0.2 | 1.9 | -2 | -27 | -9 | 3
O=C(O)C1=C[C@@H](c2coc3ccccc3c2=O)C[C@@H](OCCCCO)O1 | 1515 | -4 | -2 | 0.6 | -5 | -0.7 | . | -19 | -6 | -1 | 2
CCOC(=O)C1=C(C)NC(=O)NC1c1ccc(NC(C)=O)cc1 (stereo not drawn) | 1532 | 7 | 1 | 0.8 | -1 | 3.5 | . | -23 | 4 | 1 | 3
COC(=O)c1sccc1NC(=O)c1ccc(C)o1 | 1475 | -4 | 1 | 3.0 | 1 | 3.3 | . | . | 14 | -3 | -5
O=C(CCSc1nnc2scc(-c3ccccc3)n12)Nc1nc(-c2ccccc2)ns1 | 1399 | 0 | -15 | 2.0 | 2 | 2.2 | -0.9 | 7 | 19 | -2 | 2
Nc1c(C(=O)NCCC2=CCCCC2)sc2ccc(S(=O)(=O)N3CCCCC3)cc12 | 1505 | -3 | -2 | 6.6 | 45 | 2.1 | 0 | 5 | 2 | -4 | 6
COc1ccc(-c2nc(CSCC(=O)N3CCN(C)CC3)c(C)o2)cc1OC | 1577 | 3 | 2 | 1.6 | 2 | -1.2 | . | . | -5 | -1 | 6
Clc1ccccc1CSc1nnc(-c2cccnc2)n1Cc1ccco1 | 1548 | 2 | -2 | 0.3 | 4 | -1.1 | -2.1 | . | -5 | -3 | 4
O=C(NNc1ccc(Cl)nn1)c1ccc(Cl)cc1 | 1616 | 5 | 1 | 0.3 | -2 | -0.6 | 0.13 | -7 | 0 | -3 | 8
CCCCn1c(C)nc2c(=O)n(C)c(=O)[nH]c21 | 1637 | -1 | -6 | -0.4 | -7 | -0.2 | . | -12 | -1 | -10 | 2
Cc1c(NS(=O)(=O)c2ccc(NCCN3CCOCC3)c([N+](=O)[O-])c2)c(=O)n(-c2ccccc2)n1C | 1527 | -3 | 0 | 2.5 | 3 | -0.8 | -0.81 | 4 | 12 | -1 | -4
CC1(C)N=C(SCC(=O)Nc2ccc(Cl)cc2)C(c2ccc(Cl)cc2)=N1 | 1788 | 6 | 2 | 0.1 | 31 | 0.9 | -0.24 | . | 10 | -2 | 6
O=S(=O)(c1ccc(F)cc1)N1CCn2c(nc3ccccc32)C1 | 1612 | 4 | 3 | -0.1 | -2 | -1.3 | . | . | 5 | -11 | -6
CCOC(=O)COc1ccc(S(=O)(=O)NCC2CCCO2)cc1 (stereo not drawn) | 1589 | 8 | 3 | 0.6 | -6 | 2.3 | 1.1 | . | 8 | -5 | 9
CC(=O)c1cc2c(cc1NC(=O)c1cc(C)nn1-c1ccccc1)OCO2 | 1521 | 9 | 2 | 5.4 | -2 | 1.1 | 0.57 | -35 | -1 | -6 | 0
O=C(COC(=O)CCc1c[nH]c(=O)[nH]1)Nc1ccccc1Cl | 1329 | 2 | 8 | 0.8 | 1 | 0.5 | 0.98 | . | 9 | -6 | -3
COc1cccc(=O)c2c(C)n(CC(=O)c3ccccc3)c(C)c12 | 1465 | -8 | 1 | 3.3 | 5 | -0.5 | 0.45 | -17 | 0 | 1 | 6
CC(=O)NC1N=C(C)N(c2ccccc2)C1=O (stereo not drawn) | 1567 | -6 | -11 | 1.1 | -21 | 0.0 | 0.1 | . | 8 | 1 | 2
COc1ccc(C(=O)c2c(C)oc3cc([N+](=O)[O-])c(O)c([N+](=O)[O-])c23)cc1 | 1592 | 8 | 17 | 7.3 | -1 | -0.4 | . | . | 28 | 3 | 4
CCOC(=O)C(NCCc1ccccc1)(NC(=O)CC)C(F)(F)F (stereo not drawn) | 1698 | 10 | -2 | 2.4 | -6 | -0.3 | 0.009 | 2 | 11 | -4 | 12
COc1ccc(-c2cc(=O)[nH][nH]2)cc1 | 1610 | 4 | -3 | -0.8 | 76* | -0.4 | -0.2 | . | 4 | -3 | 9
O=S(=O)(Nc1ncccn1)c1ccc(NC(=S)NCCc2ccccc2)cc1 | 1570 | -7 | 4 | -0.1 | -10 | -0.2 | 2.3 | -10 | 12 | -3 | -1
O=C(Nc1cccc(F)c1)c1ccco1 | 1512 | 8 | 0 | 0.9 | 7 | -0.5 | 0.26 | 0 | -4 | -5 | 7
Cc1c(Cl)cccc1NC(=S)N1CCCN(Cc2ccccc2F)C1 | 1522 | 2 | 2 | 4.0 | 82* | -0.4 | -1.2 | 8 | 0 | 0 | -2
COC1(OC)N=C(N)C2(C#N)C(c3ccc(F)cc3)C12C#N (stereo not drawn) | 1535 | 2 | 0 | 2.7 | -4 | -0.6 | 0.23 | -7 | -6 | -6 | -6
COc1ccc(Cc2noc(-c3ccc(C)cc3)n2)cc1 | 1601 | 10 | 7 | 4.3 | -10 | -1.9 | . | -30 | 9 | 2 | 4
O=c1cc(CSc2ccc(S(=O)(=O)N3CCCCC3)cn2)nc2sccn12 | 1626 | 3 | -4 | -1.3 | 6 | -3.6 | -0.17 | 6 | -7 | -3 | 5
Cc1cc(SCC(=O)c2cccs2)n2nc(C)c(-c3ccc(Cl)cc3)c2n1 | 1556 | -1 | 3 | 1.8 | 7 | 0.1 | . | 7 | 10 | 3 | -3
CC1(C)OC(=O)C(=CNC(CO)C(=O)O)C(=O)O1 (stereo not drawn) | 1499 | 4 | -2 | 0.9 | -5 | -0.2 | -0.061 | 3 | -12 | 0 | 2
CCn1c(SC)nnc1C1CCN(S(=O)(=O)c2ccc(OC)cc2)CC1 | 1531 | 5 | 2 | 0.5 | -2 | 0.5 | . | . | -8 | -3 | 0
